Assay outcomes (PubChem)
Neddyl block: blocks human cullin neddylation; P61081+Q13564; TR-FRET cullin neddylation, biochemical; calls only at 25 µM; 360,000 tested, 0.58% active; in the data active = inhibition above about 36%
Rin1-Abl PPI inh: inhibitors of human Rin1-Abl protein interaction. P00519+Q13671. TR-FRET Rin1/Abl binding, biochemical. inhibition, % at 7.35 µM. AID 588664. 360,000 tested, 0.4% active; in the data active = inhibition above about 5%, passing the limit was not always enough
CSN deneddyl inh: blocks human CSN-mediated cullin deneddylation; Q92905; Purified CSN, SCF-Nedd8-OG deneddylation, fluorescence polarization; inhibition, % at 12.5 µM; 360,000 tested, 0.38% active;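 active = pattern-corrected inhibition above about 35%, with an unprinted fluorescence ratio check between 0.5 and 1.5, limit read from the data, passing the limit was not always enough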;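 note: 0% = enzyme with substrate and 100% = substrate without enzyme; some results filed as inactive read as strong as hits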
Target sequence (Q92905 whole entry, looked up, one chain of several): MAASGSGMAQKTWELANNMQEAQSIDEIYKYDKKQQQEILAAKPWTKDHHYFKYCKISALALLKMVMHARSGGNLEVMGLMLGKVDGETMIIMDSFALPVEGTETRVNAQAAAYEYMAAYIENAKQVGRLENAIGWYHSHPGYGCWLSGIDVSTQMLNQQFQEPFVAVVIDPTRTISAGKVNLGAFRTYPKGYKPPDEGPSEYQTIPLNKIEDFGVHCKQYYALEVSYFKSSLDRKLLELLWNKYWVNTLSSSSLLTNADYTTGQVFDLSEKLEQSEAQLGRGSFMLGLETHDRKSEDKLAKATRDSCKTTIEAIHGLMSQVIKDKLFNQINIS
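Material: human Csn5 produced in HEK293T cells; Input: enzyme 0.24 nM; Reagent: SCFSkp2-Nedd8OG substrate at 10 nM final; Dosing: 12.5 µM compound; Incubation: 90 min reaction at room temperature; Detection: fluorescence polarization of the substrate; Evaluation: % inhibition of substrate cleavage by Csn5; Control set: substrate-only high control, full reaction low control.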
Rpn11 inh: Rpn11 (human) deubiquitinase inhibition | O00487 | human 26S proteasome, Ub4-pepOG fluorescence polarization; 20S core pre-blocked with epoxomicin | calls only at 20 µM | 360,000 tested, 0.59% active | AID 588493;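 active = inhibition at 20 µM, scaled to each plate's controls, above about 33%, limit read from the data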
SKN-1 inh: inhibitors of C. elegans SKN-1; C. elegans VP596 Pgst-4::GFP/RFP ratio, acrylamide-induced, 24 h; inhibition, % at 21.8 µM; 360,000 tested, 0.49% active;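 active = interference check ratio from 0.5 to 1.5 plus GFP to RFP signal ratio inhibition reaching or exceeding a fixed threshold, cut at about 30% in these data, passing the limit was not always enough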; note: some compounds called inactive have numbers as strong as hits
PABP1 MLLE inh: blocks PAM2 peptide binding to the PABP1 MLLE domain; P11940; GST-MLLE / FITC-PAM2 fluorescence polarization; inhibition, % at 20 µM; 360,000 tested, 0.36% active; AID 588489; in the data active = inhibition above about 35%, passing the limit was not always enough;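 note: plate controls were DMSO wells with GST-MLLE for no effect and wells lacking GST-MLLE protein for full effect; some results filed as inactive read as strong as hits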
Target sequence (P11940 whole entry, looked up, the tested form may be a part): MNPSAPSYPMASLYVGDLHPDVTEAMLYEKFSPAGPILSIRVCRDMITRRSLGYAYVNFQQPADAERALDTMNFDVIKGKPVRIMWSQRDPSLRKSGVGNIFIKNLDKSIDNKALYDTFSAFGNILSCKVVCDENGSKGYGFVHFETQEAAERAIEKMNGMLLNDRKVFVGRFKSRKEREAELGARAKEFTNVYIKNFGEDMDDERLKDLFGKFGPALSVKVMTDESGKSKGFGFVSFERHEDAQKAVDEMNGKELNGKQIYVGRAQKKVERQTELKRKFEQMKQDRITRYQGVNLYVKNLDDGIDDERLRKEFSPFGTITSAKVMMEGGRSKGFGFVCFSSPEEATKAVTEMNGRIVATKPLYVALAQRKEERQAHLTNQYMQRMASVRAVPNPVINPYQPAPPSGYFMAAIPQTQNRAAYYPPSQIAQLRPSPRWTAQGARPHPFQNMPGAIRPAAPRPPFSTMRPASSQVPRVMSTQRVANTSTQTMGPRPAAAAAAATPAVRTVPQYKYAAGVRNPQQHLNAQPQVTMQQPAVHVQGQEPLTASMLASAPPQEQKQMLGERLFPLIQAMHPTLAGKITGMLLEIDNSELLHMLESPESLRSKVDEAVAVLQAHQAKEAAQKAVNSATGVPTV
NadD block: blocks S. aureus nicotinate mononucleotide adenylyltransferase | inhibition, % at 20 µM | 360,000 tested, 0.78% active | purified NadD enzyme, colorimetric absorbance read-out; in the data active = inhibition above about 26%; note: some compounds past the cut are filed as inactive
MT1-MMP act inh: MT1-MMP (human) activation inhibition; P50281; HT1080 RFP-PRO-GFP cells, GFP/RFP ratio fluorescence, overnight; percent of plate control window, DMSO zero; GFP/RFP ratio change, % at 20 µM; 360,000 tested, 0.061% active; AID 651647;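 active = GFP/RFP ratio change of at least 30% with cell ATP level not reduced by more than half and red fluorescence within 50% of control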; note: strong numbers were not always called active
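Material: RFP-PRO-GFP reporter HT1080 cells. Dosing: single-point 20 µM compound, 1% DMSO. Controls: DMSO and RFP-L50D-GFP cell wells. Timing: cells overnight before dosing, compound overnight, 37 °C, 5% CO2. Measure: GFP/RFP fluorescence ratio.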
FAS-TE inh: FAS thioesterase (human) inhibition; P49327; recombinant FAS-TE, OMFH fluorogenic substrate, fluorescence endpoint; inhibition, % at 15 µM; 360,000 tested, 0.67% active; AID 602261;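 active = compounds whose normalised, plate-corrected inhibition of enzyme fluorescence in the single-dose primary screen is 50% or more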;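 note: 0% = DMSO with enzyme and 100% = substrate without enzyme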
* = called active by the depositor; i = inactive; . = not tested or not shown; + = active, no number.

SMILES	Neddyl block	Rin1-Abl PPI inh	CSN deneddyl inh	Rpn11 inh	SKN-1 inh	PABP1 MLLE inh	NadD block	MT1-MMP act inh	FAS-TE inh
COc1ccc(-n2c(=S)[nH]c3c(sc(=S)n3-c3ccccc3)c2=O)c(OC)c1	i	-3	-8	i	13	31	30*	-2	5
O=C(c1ccc(Br)o1)N1CCN(c2ccccn2)CC1	i	1	3	i	7	-7	-1	-4	-3
Cc1cccc(C)c1NC(=O)CNC(=O)CCC(=O)c1cccs1	i	-2	4	i	3	-5	5	-1	-8
O=C(O)c1ccccc1C(=O)c1ccc(F)c(F)c1	i	2	0	i	8	22	-5	1	-5
O=C(CCSc1ccc(Cl)cc1)NCc1ccccn1	i	0	-2	i	11	10	-7	8	0
COC(=O)Nc1ccccc1C(=O)N1CCCCC1	i	-1	0	i	3	5	1	-2	-8
O=C(CCN1CCN(c2ccccc2F)CC1)Nc1ccc(F)cc1	i	-2	-3	i	-6	-11	-1	0	-3
O=C(NC1c2ccccc2-c2ccccc21)N1CCCCC1	i	0	-2	i	13	-16	0	-36	0
CC(C)(C)NC(=O)COc1ccc(CNc2ncn[nH]2)cc1	i	-4	-3	i	-4	-9	-3	2	-3
CCOc1ccc(C2NC(=O)C(C#N)=C(S)N2c2ccc(C)cc2)cc1OC (configuration not stated)	i	-3	1	+	22	-46	3	-3	-1
CC(=O)C1=C(C)OC(N)=C(C#N)C1c1cccnc1 (configuration not stated)	i	5	3	i	10	17	2	1	-6
CCCCC1CCC(C(=O)OC(C)C(=O)Nc2ccc(NC(C)=O)cc2)CC1 (configuration not stated)	i	5	0	i	-5	-108	6	-1	-2
O=C(CCCCCN1C(=O)c2ccccc2C1=O)Nc1nccs1	i	0	4	i	7	10	2	0	-2
Cc1ccc(-c2cc(C(F)F)n3ncc(C(=O)NCc4ccco4)c3n2)cc1	.	-2	8	i	4	-3	-2	-2	1
Cc1ccc(-c2nn3c(C)nnc3s2)cc1NC(=O)CSc1ccc(Cl)cc1	i	-5	6	i	-2	0	7	6	10
O=C(Cc1ccc(-n2c(=O)c3sccc3n(CC(=O)Nc3ccccc3F)c2=O)cc1)NCc1ccco1	i	-3	5	i	-4	-3	-1	6	-3
CCOc1ccc(-n2c(SCC(=O)Nc3cc(OC)c([N+](=O)[O-])cc3C)nc3ccccc32)cc1	i	1	2	i	13	-100	13	2	49
CCOC(=O)Cc1nnn(CC(=O)OCC)n1	i	2	-2	i	2	-1	3	5	-10
CC(=O)OC1COC(N2CCc3ccccc32)C(OC(C)=O)C1OC(C)=O (configuration not stated)	i	0	-1	i	-5	0	3	3	-3
Cc1cc(C)n(-c2ccc(C(=O)Nc3cccc(S(=O)(=O)N(C)C)c3)cc2)n1	i	1	0	i	-4	-2	10	-2	17
Cc1cc(/C=C(\C#N)C(=O)NC2CCCCCC2)c(C)[nH]1	i	-7	-10	i	12	10	-7	0	-4
CN(C)S(=O)(=O)c1ccc(NC(=S)NC(=O)Cc2ccccc2)cc1	i	2	-18	i	3	29	11	1	3
CCOC(=O)N1CCC(NC(=O)CCc2c(C)nc3c(c(C)nn3-c3ccccc3)c2C)CC1	i	-1	1	i	-7	2	-2	2	-4
Cc1cc(N2CCN(S(=O)(=O)c3ccc4c(c3)OCCO4)CC2)n2ncnc2n1	i	0	1	i	8	10	10	0	4
Cc1ccc(-c2csc(NC(=O)C3=COCCO3)n2)cc1C	i	0	3	i	7	7	2	-9	16
CCc1ccc(-c2cc(N)n(-c3ccccc3)n2)cc1	i	0	-8	i	2	28	0	-5	0
COc1ccc(NC(=O)NCCN2CCN(c3ccc(C)cc3)CC2)c(Cl)c1	i	1	4	i	3	-14	0	2	-3
CC(C)(C)OC(=O)NOCC(=O)N(CC(=O)c1ccccc1)Cc1ccccc1	i	0	-1	i	9	-4	-4	-1	0
COc1cc(SC)ccc1C(=O)N1CCCc2ccccc21	i	2	0	i	4	-4	-3	-5	5
O=C(CS(=O)(=O)c1ccccc1)Nc1nnc(-c2cccs2)o1	i	-1	4	i	-6	-3	0	3	-8
O=C(Nc1cccc(S(=O)(=O)N2CCCCCC2)c1)c1cncc(Br)c1	i	5	3	i	-11	4	-2	9	15
COc1cccc(OC)c1OCCOc1ccc(C(=O)c2ccccc2)cc1	i	1	0	i	6	10	-7	-1	40
CCCC(=O)Nc1nc(C)c(-c2csc(Nc3cc(OC)ccc3OC)n2)s1	i	-1	-1	i	11	6	22	-2	4
CCc1ccc(-c2nc(SCC(=O)N3CCOCC3)n[nH]2)cc1	i	0	3	i	-4	-16	3	-1	-6
CCOC(=O)N1CCN(Cc2nc3cc(NC(=O)c4cccs4)ccc3n2C)CC1	i	-2	-3	i	-5	-4	-5	-2	-4
Cc1cccc(N(C)Cc2nnc(-c3cccc(Br)c3)o2)c1	i	-3	-2	i	-14	2	-2	2	24
CCC(Oc1ccccc1)C(=O)Nc1cc(Cl)ccc1-n1cncn1 (configuration not stated)	i	1	5	i	2	-4	1	2	2
Cc1ccc(CNC(=O)CS(=O)Cc2nc(-c3ccccc3F)oc2C)cc1 (configuration not stated)	i	-1	3	i	21	16	-3	0	-4
Cc1ccc(C(=O)Nc2cccc(N(C)S(C)(=O)=O)c2)cc1S(=O)(=O)Nc1ccccc1	i	-1	-3	i	12	-6	0	4	5
Cc1ccc(S(=O)(=O)N(C)c2ccc(C(=O)N3CCc4ccccc4C3)cc2)cc1	i	6	3	i	-11	-11	-8	-4	18
N/C(=N\c1nc(CSc2ccc(Cl)cc2)cc(=O)[nH]1)Nc1cccc2ccccc12	i	0	3	i	10	-10	27*	-1	37
COCCSc1ccccc1C(=O)Nc1nnc(COC)s1	i	-1	5	i	2	27	8	1	-6
O=C(C1CCN(S(=O)(=O)c2cccc3nsnc23)CC1)N1CCc2ccccc2C1	i	0	1	i	2	-4	-5	2	8
CC1CCCCN1C(=O)C(Cc1ccccc1)N1C(=O)C2CCCCC2C1=O (configuration not stated)	i	-5	1	i	2	13	-3	4	-6
CCCNC(=O)Nc1ccsc1C(=O)OC	i	-2	0	i	11	3	3	1	-1
CC1CCC(NC(=O)c2cc3c(s2)CCCC3)CC1 (configuration not stated)	i	-17	3	i	24	0	-3	-2	11
COc1ccc(CCNC(=O)c2ccc3ccccc3n2)cc1	i	-2	-1	i	-7	-3	-2	-4	9
O=C(COc1ccc(Cl)cc1)Nc1cccc(-c2ccc3nncn3n2)c1	i	-3	2	i	-10	-4	-5	-1	13
OC(c1ccccc1)c1nc(/C=C/c2ccccc2)cs1 (configuration not stated)	i	0	-3	i	33	-7	-1	1	12
Cc1cccc(NC(=S)Nn2cnnc2)c1C	i	1	1	i	0	24	3	1	-4
N#CC1=C(N)Oc2cc(N)ccc2C1c1cccnc1 (configuration not stated)	i	-9	-2	i	14	-25	0	0	-7
COCCCNC(=O)Cc1coc2ccc3ccccc3c12	i	0	4	i	10	-13	4	-2	3
COc1cccc(NC(=O)c2cc(-c3ccco3)nc3ccccc23)c1	+	-1	5	i	-5	-34	2	-2	3
Cc1ccc(S(=O)(=O)CC(=O)N2CCN(c3cccc(C(F)(F)F)c3)CC2)cc1	i	1	2	i	-8	6	-3	0	8
Clc1ccccc1NCSC1=NCCS1	i	7	1	i	-6	-22	-5	2	5
CC(C)CC(=O)NCC(C)NC(=O)CC(C)C (configuration not stated)	i	5	2	i	-14	5	-4	0	-7
COc1cc(OC)cc(C(=O)NC2CC3CCC(C2)N3C)c1 (configuration not stated)	i	-2	-5	i	-16	0	0	-3	0
CCCn1c(=O)c(C(=O)NCCc2ccc(OC)cc2)c(O)c2ccccc21	i	-1	-2	i	-10	-12	0	1	26
COC(=O)c1c(O)c2c([nH]c1=O)CCCC2	i	0	-1	i	0	-14	-2	-2	-4
CC1CCCC(C)N1C(=O)COC(=O)c1cccc(S(=O)(=O)N(C)c2ccccc2)c1 (configuration not stated)	i	2	-2	i	13	-7	1	1	24
Next structures follow:
SMILES	Neddyl block	Rin1-Abl PPI inh	CSN deneddyl inh	Rpn11 inh	SKN-1 inh	PABP1 MLLE inh	NadD block	MT1-MMP act inh	FAS-TE inh
O=C(N/N=C/C1CC=CCC1)c1ccc(Cl)cc1O (configuration not stated)	i	3	-1	i	-2	5	5	3	-8
COc1ccc(C(=O)OC(C)C(=O)NC2CCCCC2C)cc1S(=O)(=O)N1CCOCC1 (configuration not stated)	i	-1	-2	i	-1	-17	7	5	-6
C#Cc1ccc(NC(=O)C2(C)CCN2C(=O)c2ccccc2CCc2ccccc2)cc1 (configuration not stated)	i	-1	-2	i	0	6	-13	-3	27
CSc1ncnc2c1ncn2CCCNCc1cccs1	i	2	-3	i	0	5	3	-1	-8
CCc1ccc2c(c1)cc(CN(C(=S)Nc1ccccc1C)C1CC1)c1nnnn12	i	-9	0	i	-1	-11	10	-3	2
COC(=O)c1scc(C)c1N1C(=O)c2ccccc2C1=O	i	4	5	i	1	-10	-2	3	-3
O=C(COc1ccc(Cl)cc1)Nc1ccc(Cl)cn1	i	5	-9	i	10	5	4	5	12
CCOC(=O)C1=C(CC)Nc2ccccc2N=C1NC(=O)c1ccc(C)c(S(=O)(=O)N2CCOCC2)c1	i	1	11	i	10	-1	-2	7	9
COc1cc2ccc(C(C)=NOC(C)=O)cc2cc1OC	i	-5	1	i	15	-2	-7	3	-6
COCCN1Cc2cc3cc(C)ccc3nc2SC1=Nc1ccc(OC)cc1	i	-1	-5	i	10	21	7	-4	22
Cc1oc2cc(O)ccc2c(=O)c1Oc1ccccc1Br	.	2	-2	i	5	-4	-2	2	-2
O=C1CCN(c2ncccc2[N+](=O)[O-])CC1	i	0	-8	i	2	-14	9	2	-4
O=C(Cn1c(O)c(/C=C2\C=Nc3ccc(Br)cc32)sc1=O)N1CCCC1	i	-3	15	i	-4	8	7	3	-21
Cc1nc(SCC(=O)NCC2CCCO2)c2c3c(sc2n1)CCCC3 (configuration not stated)	i	-4	5	i	10	22	-6	-2	1
Cc1cccc(NC(=O)CSc2nc3ccccc3c(=O)n2C)c1C	i	-1	-1	i	16	11	5	1	0

Seven records drawn at random from the list so far:
SMILES	Neddyl block	Rin1-Abl PPI inh	CSN deneddyl inh	Rpn11 inh	SKN-1 inh	PABP1 MLLE inh	NadD block	MT1-MMP act inh	FAS-TE inh
CC1CCCC(C)N1C(=O)COC(=O)c1cccc(S(=O)(=O)N(C)c2ccccc2)c1 (configuration not stated)	i	2	-2	i	13	-7	1	1	24
O=C1CCN(c2ncccc2[N+](=O)[O-])CC1	i	0	-8	i	2	-14	9	2	-4
Cc1cccc(C)c1NC(=O)CNC(=O)CCC(=O)c1cccs1	i	-2	4	i	3	-5	5	-1	-8
Cc1ccc(C(=O)Nc2cccc(N(C)S(C)(=O)=O)c2)cc1S(=O)(=O)Nc1ccccc1	i	-1	-3	i	12	-6	0	4	5
Clc1ccccc1NCSC1=NCCS1	i	7	1	i	-6	-22	-5	2	5
CCOC(=O)C1=C(CC)Nc2ccccc2N=C1NC(=O)c1ccc(C)c(S(=O)(=O)N2CCOCC2)c1	i	1	11	i	10	-1	-2	7	9
CCc1ccc(-c2nc(SCC(=O)N3CCOCC3)n[nH]2)cc1	i	0	3	i	-4	-16	3	-1	-6
